# GC-A act = GC-A (human) enzyme activation; P16066; HEK293 GC-A cells, cGMP TR-FRET, EC30 ANP; 0% at EC30 ANP, 100% saturating ANP; activation, % at 10 µM; actives 0.14% (n = 370,000); AID 1671463; in the data active = activation above about 40%
# ADAM10 inh = inhibitors of human ADAM10; O14672; recombinant ADAM10, EDANS/DABCYL FRET peptide cleavage, 3 h; inhibition, % at 7 µM; actives 0.62% (n = 370,000); AID 720582;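 active = inhibition above a per-campaign cutoff equal to the mean of compounds falling between control-based bounds plus 3 SD, cut at about 20% in these data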;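 note: 0% = DMSO wells while the 100% control is not disclosed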
# Target sequence (O14672 214-748 limits assumed): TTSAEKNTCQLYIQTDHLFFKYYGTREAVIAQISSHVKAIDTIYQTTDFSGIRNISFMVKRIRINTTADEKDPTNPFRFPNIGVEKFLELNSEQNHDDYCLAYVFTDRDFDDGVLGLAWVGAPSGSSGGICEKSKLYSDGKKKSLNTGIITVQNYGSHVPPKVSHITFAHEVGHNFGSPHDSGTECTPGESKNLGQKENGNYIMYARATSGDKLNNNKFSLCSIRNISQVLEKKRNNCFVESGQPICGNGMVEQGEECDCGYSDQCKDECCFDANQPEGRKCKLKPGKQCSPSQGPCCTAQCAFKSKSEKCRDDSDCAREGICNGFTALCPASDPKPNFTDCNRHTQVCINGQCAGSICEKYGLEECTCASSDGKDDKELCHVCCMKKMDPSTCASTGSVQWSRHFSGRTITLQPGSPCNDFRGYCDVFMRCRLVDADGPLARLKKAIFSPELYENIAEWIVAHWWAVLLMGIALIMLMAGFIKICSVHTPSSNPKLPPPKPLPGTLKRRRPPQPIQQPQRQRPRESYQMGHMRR
# NPR2 activator = GC-B (human) receptor activation; actives 0.11% (n = 370,000); HEK293-GC-B cells, CNP EC30, cGMP TR-FRET; 0% at EC30 CNP, 100% saturating CNP; P20594; activation, % at 10 µM;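 active = activation at 10 µM reaching about 35% in either raw or pattern-adjusted values, limit read from the data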
# HGIII-sPLA2 inh = Inhibits HGIII-sPLA2 liposome hydrolysis, primary screen; QFRET BODIPY PC-A2 liposome hydrolysis, fluorescence; Q9NZ20; actives 0.56% (n = 370,000); AID 743126; inhibition, % at 12.2 µM;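 active = inhibition above mean plus 3 SD of compounds lying within the high and low control bounds, cut at about 19% in these data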;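 note: 0% = median of test compound wells and 100% = no enzyme DMSO wells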
# rCAG RNA binder = molecules binding r(CAG) RNA repeats. r(CAG) RNA repeat, TO-PRO-1 dye displacement fluorescence. inhibition, % at 3 µM. actives 1.3% (n = 370,000). AID 651821;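 active = inhibition above the plate cutoff, the mean of all test compounds on that plate plus 3 SD, cut at about 35% in these data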;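 note: 0% = DMSO alone and 100% = 100 µM mitoxantrone as full dye displacement; higher means more dye released from RNA so lower well fluorescence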
# DDE Tn6 FP inh = DD(E)-Tn6 binding inhibition, primary FP screen | Fibrin DD(E) TRITC-Tn6 fluorescence polarization displacement | actives 0.21% (n = 370,000) | P02675 | inhibition, % at 8.3 µM;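 active = inhibition above a per-campaign cutoff: mean of compounds within control limits plus 3 SD, cut at about 15% in these data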;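 note: 0% = median of all compound wells on the plate and 100% = blocking peptide control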
# KLK7 zymogen act = activators of human kallikrein-7 zymogen. P49862. purified proKLK7, EDANS-DABCYL substrate fluorescence; 100% is mature enzyme control, 0% vehicle. activation, % at 7 µM. actives 0.9% (n = 370,000);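 active = activation above the mean of all tested compounds plus 3 SD, computed per campaign excluding outliers beyond control limits, cut at about 13% in these data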
# Target sequence (P49862 whole entry, looked up): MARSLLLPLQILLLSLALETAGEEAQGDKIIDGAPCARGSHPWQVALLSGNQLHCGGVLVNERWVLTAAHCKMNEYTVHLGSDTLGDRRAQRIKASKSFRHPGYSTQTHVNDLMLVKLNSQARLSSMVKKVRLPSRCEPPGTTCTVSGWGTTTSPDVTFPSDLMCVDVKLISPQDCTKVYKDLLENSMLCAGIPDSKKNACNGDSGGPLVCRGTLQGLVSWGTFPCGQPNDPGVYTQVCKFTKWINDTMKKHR
# GAA850 FXN act = activators of GAA850 frataxin (FXN) promoter; HEK293 lucGAA850 FXN promoter luciferase reporter, 24 h; percent of 10 µM SAHA response; AID 540364; activation, % at 6 µM; actives 0.56% (n = 360,000);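 active = activation above the average of all compounds screened plus 3 SD, cutoff fixed separately per campaign, cut at about 7.5% in these data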;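 note: 0% = DMSO wells and 100% = 10 µM SAHA wells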
# ASAP1 GAP inh = ASAP1 ArfGAP inhibition | AID 624377 | ASAP1-stimulated ARF1 GTP hydrolysis, GDP FP detection | inhibition, % at 16.5 µM | actives 0.19% (n = 360,000) | Q9ULH1; in the data active = inhibition above about 25%;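 note: 0% = vehicle with enzyme and substrate and 100% = no enzyme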
# ARFGAP1 inh = inhibits rat ARF GTPase activating protein 1 | Q62848 | Arfgap1-stimulated ARF1 GTP hydrolysis, GDP FP detection | inhibition, % at 16.5 µM | actives 0.26% (n = 360,000);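 active = inhibition above a per-plate limit, mean inhibition of low control wells plus 3 SD, cut at about 25% in these data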;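 note: 0% = DMSO wells with enzyme and 100% = wells lacking Arfgap1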
# Target sequence (Q62848 1-136 limits assumed): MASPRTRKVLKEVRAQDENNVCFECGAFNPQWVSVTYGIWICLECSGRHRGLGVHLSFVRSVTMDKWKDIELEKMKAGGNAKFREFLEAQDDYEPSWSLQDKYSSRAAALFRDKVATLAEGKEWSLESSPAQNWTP
#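 Material: rat Arfgap1 catalytic domain, aa 1-136; also added: human ARF1(Δ1-17)-GTP substrate; compound dosing: one concentration, 16.5 µM, DMSO 1.26%; incubation: GTP hydrolysis reaction 2 h at 25 °C; measured by: Tracer-displacement fluorescence polarization with EDTA stop, 620/688 nm; evaluation: % inhibition from polarization; repeats: one replicate per compound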
# Starred values were filed as active, the others as inactive; i = inactive; · = not tested or not shown.
SMILES,GC-A act,ADAM10 inh,NPR2 activator,HGIII-sPLA2 inh,rCAG RNA binder,DDE Tn6 FP inh,KLK7 zymogen act,GAA850 FXN act,ASAP1 GAP inh,ARFGAP1 inh
CCCC(=O)c1c[nH]c(C(=O)NCCCN2CCOCC2)c1,0,-2,7,1,-3,-8,-0.6,-0.4,4,10
CCCCNC(=O)C1CCN(c2nc(OC)nc(OC)n2)CC1,-1,-13,6,-3,-5,11,0.5,0.7,8,-5
CCOC(=O)C1=C(CN2CCN(C(=O)c3ccco3)CC2)NC(=O)NC1c1ccc(Cl)cc1 (stereo not drawn),-23,4,-8,-2,-5,1,-0.1,-0.1,12,1
CCN1C(=O)[C@H]2[C@@H](c3ccc(C)cc3)N3C(=O)N(c4ccc(C)cc4)C(=O)[C@@]3(CC)[C@H]2C1=O,0,2,-3,3,-7,4,-0.2,4.5,7,11
COc1ccc(S(=O)(=O)NCC2CCCN(C(=O)c3cccnc3)C2)cc1 (stereo not drawn),0,-1,-1,1,-3,3,0.1,0.1,1,-1
CCCCNC(=O)/C=C/c1ccc(OC)c(Br)c1,3,7,-1,-3,-1,4,-0.2,0.3,-14,-7
COc1ccc(-c2cnn(C3CCS(=O)(=O)C3)c2N)cc1 (stereo not drawn),8,-4,1,-1,2,9,0.2,-0.6,6,-9
COc1ccc(CNC(=O)CCS(=O)(=O)c2ccc3c(c2)CC(C)N3C(=O)C2CC2)cc1 (stereo not drawn),-1,-3,-3,4,1,5,0.4,3.3,-7,9
CC1CCC2(CC1)NC(=O)N(CC(=O)N1CCN(c3ccccc3)CC1)C2=O (stereo not drawn),2,-7,-6,2,0,2,0.2,1.8,-2,-3
CC(C)C(=O)NCCc1nc2ccccc2n1C,-2,0,2,2,-2,-15,0.0,-0.1,16,15
Cc1cccc(N(CC(=O)NCc2ccc3c(c2)OCO3)C(=O)CCC(=O)Nc2ccccn2)c1,-4,0,-9,-3,-10,7,0.7,-0.8,9,4
Cc1cccc(N(CC(=O)NCc2ccco2)C(=O)CCC(=O)Nc2ccccn2)c1C,-1,-7,0,-2,-7,14,-0.1,0.7,-9,-10
Cc1noc2c1C(c1ccc(N(C)C)cc1)C1=C(CC(C)(C)CC1=O)N2 (stereo not drawn),1,-1,-2,1,2,0,0.5,3.6,-15,4
Cc1nc(-c2ccccc2)sc1C1(C)CC(c2cccc(F)c2)=NO1 (stereo not drawn),-3,-5,-6,7,0,-7,0.1,0.3,-1,1
O=C1NCCN(Cc2ccc(F)cc2)C1CC(=O)N1CC=C(c2ccccc2)CC1 (stereo not drawn),-4,-26,1,-10,0,-4,0.7,0.5,-2,-1
COc1ccccc1NC(=S)NCc1ccccc1,-3,6,1,5,1,-4,-0.1,-1.7,7,1
CC(C)OC(=O)C(=O)NNc1ccccc1,1,-1,2,2,1,-1,0.5,1.5,8,2
OC(CSc1c(Cl)cccc1Cl)CN1CCN(c2ccccc2F)CC1 (stereo not drawn),1,-127,5,-11,-8,-15,0.6,4.0,13,11
O=C1CC(c2ccc(Cl)cc2)n2nc(N3C(=O)c4ccccc4C3=O)nc2N1 (stereo not drawn),1,-2,-3,5,1,1,0.4,2.5,6,-4
Cc1cccc(CN2CCN(C3CN(Cc4cn(Cc5cccc(C(F)(F)F)c5)nn4)S(=O)(=O)C3)CC2)c1 (stereo not drawn),-6,-3,-5,-8,-1,-2,0.6,·,-6,5
O=C(COC(=O)CCN1C(=O)c2cccc([N+](=O)[O-])c2C1=O)NC1CCS(=O)(=O)C1 (stereo not drawn),1,7,-1,-2,1,3,0.2,-0.3,-3,0
Cc1cc(NC(=O)CSc2nnc(-c3ccc([N+](=O)[O-])cc3)o2)no1,-2,-3,0,-8,1,-2,0.3,-0.8,13,1
COC(=O)/C(=N/Nc1ccccc1C)Sc1nnc(C(O)c2ccccc2)n1-c1ccccc1 (stereo not drawn),-14,-6,-9,-2,1,0,-0.2,1.1,11,3
O=C1CN(c2nc(-c3cccs3)nc3sc4c(c23)CCCC4)CCN1,7,-259,10,-13,5,-10,-9.9,9.3*,-2,-6
NC(=O)c1ccc(NC(=O)CCN2C(=O)c3ccccc3C2=O)cc1,3,-7,5,14,0,-8,-0.7,2.3,-8,-8

# Continued.
SMILES,GC-A act,ADAM10 inh,NPR2 activator,HGIII-sPLA2 inh,rCAG RNA binder,DDE Tn6 FP inh,KLK7 zymogen act,GAA850 FXN act,ASAP1 GAP inh,ARFGAP1 inh
CCOc1ccc(NC(=O)CC)cc1,-2,-3,-2,-1,0,3,0.0,·,-2,-1
O=C(c1cccnc1Nc1ccc2c(c1)CCC2)N1CCOCC1,2,8,8,2,-2,3,-0.4,1.6,3,0
Cc1ccc(-n2c(N)c(C(=O)NCc3cccnc3)sc2=S)cc1,0,6,1,3,-6,3,-0.5,-2.2,-6,-7
COc1ccccc1CN1[C@@H](CC(=O)O)c2cc(F)ccc2S1(=O)=O,-2,1,11,9,2,-3,0.1,0.5,10,-7
CC(=O)NC(Cc1ccccc1)C(=O)OCC(=O)c1ccc(Br)cc1 (stereo not drawn),3,2,1,-4,-4,-6,0.1,1.0,5,-4
Nc1cc2nn(-c3ccccc3)nc2cc1Cl,-1,i,-1,-25,15,-4,21*,4.1,4,4
COc1ccccc1OCCCC(=O)Nc1ccc([N+](=O)[O-])cc1Br,1,-4,-2,1,-3,3,-0.2,1.5,-6,15
COc1cccc(N2CCN(C(=O)NC3CCCCC3)CC2)c1,18,5,-7,3,2,8,0.4,-1.0,-8,-17
CCOC(=O)c1ccc(NC(=O)CNC(=O)C23CC4CC(CC(C4)C2)C3)cc1,0,8,3,-9,-3,5,-0.1,2.8,8,5
CN1CCN(c2nnc(-c3ccccc3)c(-c3ccccc3)n2)CC1,-12,-4,-5,-4,-6,1,-0.7,2.1,10,5
CC(C)(C)c1ccc(OCCC(=O)NCCc2ccc(S(N)(=O)=O)cc2)cc1,2,1,-2,-10,1,0,-0.2,0.3,-2,7
COc1ccc(S(=O)(=O)N2CCC(C(=O)Nc3ccc(OC)c(OC)c3)CC2)cc1C,-4,4,-7,-3,0,-1,0.4,0.5,8,1
O=C1Cn2c(nc3ccccc32)N1c1ccccc1F,-3,-2,4,-3,-1,-1,-0.9,2.0,0,10
CCOC(=O)COc1c(OC)cc(Cl)cc1C1Nc2ccccc2C(=O)N1c1ccc(F)cc1 (stereo not drawn),-35,i,-12,-2,2,-7,-4.8,-2.3,13,-6
Cc1cc(OC(C)C(=O)NCCCn2ccnc2)c2c(C)cc(=O)oc2c1 (stereo not drawn),1,-377,-1,-1,-1,-1,7.1,1.2,3,1
COc1cc(NC(=O)c2cc(S(=O)(=O)N3CCCCC3)ccc2N2CCOCC2)cc(OC)c1OC,-1,-2,0,-1,0,-9,-0.1,1.5,2,10
Cc1cccc(NC(=O)CN(C)C(=O)Cc2ccc(-c3ccccc3)cc2)c1C,9,-4,-7,-2,6,-2,0.2,1.2,3,1
CCn1cc(-c2cc(C(F)(F)F)n3nc(C(=O)O)cc3n2)c(C)n1,1,-53,2,4,7,6,2.7,3.8,-2,8
O=C(CSc1nc2[nH]ncc2c(=O)[nH]1)Nc1ccccc1C(F)(F)F,3,-4,-9,0,1,5,0.6,-0.3,4,-11
CN(CC(=O)NC1CCN(Cc2ccccc2)CC1)S(=O)(=O)c1ccc(Br)s1,1,7,-7,-10,-2,0,0.1,0.0,6,7
CCN(CC)CCCSc1nc2ccccc2s1,-3,-1,-2,-1,-1,5,0.2,0.5,-6,-5
C/C=C(\C)C(=O)NCCN1C2=NC[C@H](C(C)C)N2C[C@@H]1Cc1ccc(OC)cc1,-1,0,0,3,-2,2,-0.1,-1.0,-12,2
O=Cc1ccc(OCc2nnc(-c3ccccc3Br)o2)cc1,5,0,-8,-1,-1,-5,-0.3,1.1,-14,-13
Cc1ccc(CS(=O)(=O)CCC(=O)NCCN2CCCC2)cc1,0,-2,5,-2,-4,7,-0.8,1.9,-9,13
O=C(c1ccco1)N1CCN(C(=S)Nc2cccc([N+](=O)[O-])c2)CC1,7,-17,-2,0,2,-3,0.3,1.8,-5,-2

# Rewritten bar-delimited: part of the list above
molecule | GC-A act | ADAM10 inh | NPR2 activator | HGIII-sPLA2 inh | rCAG RNA binder | DDE Tn6 FP inh | KLK7 zymogen act | GAA850 FXN act | ASAP1 GAP inh | ARFGAP1 inh
Cc1ccc(-n2c(N)c(C(=O)NCc3cccnc3)sc2=S)cc1 | 0 | 6 | 1 | 3 | -6 | 3 | -0.5 | -2.2 | -6 | -7
COc1ccc(S(=O)(=O)N2CCC(C(=O)Nc3ccc(OC)c(OC)c3)CC2)cc1C | -4 | 4 | -7 | -3 | 0 | -1 | 0.4 | 0.5 | 8 | 1
CN(CC(=O)NC1CCN(Cc2ccccc2)CC1)S(=O)(=O)c1ccc(Br)s1 | 1 | 7 | -7 | -10 | -2 | 0 | 0.1 | 0.0 | 6 | 7
CN1CCN(c2nnc(-c3ccccc3)c(-c3ccccc3)n2)CC1 | -12 | -4 | -5 | -4 | -6 | 1 | -0.7 | 2.1 | 10 | 5

# Remaining list, next part:
SMILES,GC-A act,ADAM10 inh,NPR2 activator,HGIII-sPLA2 inh,rCAG RNA binder,DDE Tn6 FP inh,KLK7 zymogen act,GAA850 FXN act,ASAP1 GAP inh,ARFGAP1 inh
O=C(COC(=O)c1ccccc1)NC(=O)NC1CCCC1,4,-7,2,5,-5,1,0.0,-0.3,-14,-12
O=C(OC12CCCN(C1)/C(=C/c1cccc(Cl)c1)C2)c1ccc(Cl)cc1 (stereo not drawn),-2,4,0,-4,3,0,0.5,·,·,·
O=C(CSc1nnc(-c2ccco2)n1CC1CCCO1)N1CCCCC1 (stereo not drawn),4,3,1,1,-3,-4,-0.1,-2.6,1,-5
[O-]/[N+](=C\c1ccncc1)c1ccccc1,1,6,0,6,0,-8,-0.2,-0.8,2,5
COc1ccc(NC(=O)C2(C)Cc3c(-c4cccc(NC(C)=O)c4)ccnc3O2)cn1 (stereo not drawn),0,-5,-2,-4,0,-3,0.1,-2.0,-16,9
Cc1cccc(S(=O)(=O)Nc2ccc(-c3nc4ccc(C)cc4s3)cc2)c1,-3,i,8,-96,37*,0,-47,6.0,7,0
OCC1CCCN(c2ncnc3scc(-c4ccccc4)c23)C1 (stereo not drawn),-5,10,-1,3,5,2,0.0,0.0,3,15
COc1ccc(S(=O)(=O)N2CCOCC2)cc1C(=O)NCc1c(C)nn(Cc2ccccc2)c1C,0,5,6,-7,-1,0,0.1,-0.9,11,3
O=C(N[C@H](C(=O)N1CCC[C@H]1C(=O)NC1CCCC1)c1ccccc1)c1ccc(Cl)c(Cl)c1,-1,-5,-3,-5,-1,-1,0.5,·,4,11
COc1ccc(-n2c(COc3ccccc3)nnc2SCC(=O)Nc2ccc(OCc3ccccc3)cc2)cc1,-1,-13,0,4,10,-7,-0.6,·,·,·
O=c1cc(NCCCO)c2ccccc2o1,3,6,2,0,4,-1,-0.5,1.1,-7,2
N#CC1=C(N)Oc2cc(N)ccc2C1c1ccccc1F (stereo not drawn),38,-85,1,-14,6,-8,7.6,-1.3,10,0
Cc1c(NC(=S)N/N=C\c2ccccc2O)c(=O)n(-c2ccccc2)n1C,4,-90,2,34*,3,-4,-125,1.9,-1,4
Cc1nc(NNC(=O)c2ccc([N+](=O)[O-])cc2)cc(-c2ccccc2)n1,1,-1,1,4,8,-3,0.0,-1.4,-7,-5

# High-throughput results: PubChem BioAssay, several laboratories
